From PubChem
CCR6 antagonist – blocks CCL20-driven beta-arrestin recruitment at human CCR6 | CHO-K1 CCR6 PathHunter beta-arrestin, luminescence, CCL20-stimulated | inhibition, % at 20 µM | actives 0.49% (n = 340,000) | P51684;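 active = compounds whose inhibition of the agonist-driven luminescence signal at 20 µM reaches about 50%, limit read from the data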;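 note: cells stimulated with CCL20 at 14 nM final; plate controls were DMSO with CCL20 for no effect and DMSO without agonist for full effect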
Gli-Sufu antag – Gli-Sufu pathway antagonism. inhibition, % at 5 µM. Sufu-KO-LIGHT fibroblasts, Gli luciferase reporter luminescence. actives 0.74% (n = 340,000);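 active = inhibition above about 55%, limit read from the data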;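 note: 0% = DMSO-treated cells and 100% = wells with medium but no cells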
A3A deaminase – human APOBEC3A DNA deaminase inhibition; inhibition, % at 20 µM; P31941; recombinant A3A, FAM/TAMRA ssDNA deamination fluorescence; actives 0.41% (n = 330,000);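 active = at least 40% inhibition at 20 µM here, with at most 30% in a related deaminase screen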;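 note: plate controls were A3A with DMSO for no effect and wells lacking A3A enzyme for full effect; some results filed as inactive read as strong as hits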
Target sequence (P31941 whole entry, looked up): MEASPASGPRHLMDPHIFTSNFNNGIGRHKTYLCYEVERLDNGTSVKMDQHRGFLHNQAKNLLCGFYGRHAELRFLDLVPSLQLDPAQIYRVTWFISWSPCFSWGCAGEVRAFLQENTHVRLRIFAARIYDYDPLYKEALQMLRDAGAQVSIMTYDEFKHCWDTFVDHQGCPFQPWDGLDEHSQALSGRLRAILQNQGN
EBI2 block – antagonists of human EBI2 receptor; P32249; EBI2 beta-arrestin recruitment, luminescence, 7a,25-OHC stimulated; inhibition, % at 5 µM; actives 0.81% (n = 360,000); AID 651636; in the data active = inhibition above about 38%;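 note: enzyme fragment complementation signal reports receptor beta-arrestin coupling in cells; 0% = agonist plus DMSO wells and 100% = wells without agonist; some results beyond the cut were filed as inactive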
NR3A LBD binder – modulators (binders) of human NR3A ligand-binding domain. NR3A LBD differential scanning fluorimetry, Tm shift; 0% = protein alone, 100% = glycine-bound protein. Tm shift relative to glycine control, % at 25 µM. actives 2.5% (n = 340,000);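 active = melting temperature shift of at least 10% of the positive control shift, at one fixed dose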
MPTP inh – inhibitors of mitochondrial permeability transition pore; isolated mouse mitochondria, Ca2+ swelling absorbance, 30 min; inhibition, % at 10 µM; actives 1.4% (n = 360,000);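 active = inhibition of 50% or more, scaled per plate between neutral and stimulator controls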;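 note: 0% = DMSO wells given calcium and 100% = 1 mM EGTA wells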
CXCR6 inh – blocks human CXCR6 beta-arrestin recruitment | O00574 | CHO-K1 PathHunter CXCR6 beta-arrestin, luminescence | inhibition, % at 20 µM | actives 0.36% (n = 360,000); in the data active = inhibition above about 34%, passing the limit was not always enough;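 note: antagonist mode with CXCL16 agonist at 10 nM final; 0% = 10 nM CXCL16 with DMSO and 100% = unstimulated wells without agonist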
Target sequence (O00574 whole entry, looked up): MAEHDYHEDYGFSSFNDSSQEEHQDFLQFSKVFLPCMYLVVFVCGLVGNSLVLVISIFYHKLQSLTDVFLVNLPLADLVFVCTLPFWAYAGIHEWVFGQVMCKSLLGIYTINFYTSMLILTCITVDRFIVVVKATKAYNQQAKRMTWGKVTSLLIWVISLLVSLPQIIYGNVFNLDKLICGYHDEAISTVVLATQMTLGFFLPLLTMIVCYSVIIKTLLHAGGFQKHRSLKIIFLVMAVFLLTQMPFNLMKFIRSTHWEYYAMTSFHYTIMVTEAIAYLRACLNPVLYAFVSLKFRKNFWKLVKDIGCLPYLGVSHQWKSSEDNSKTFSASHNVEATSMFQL
APOBEC3G inh – APOBEC3G (human) deaminase inhibition. Q9HC16. recombinant A3G, ssDNA deamination FAM/TAMRA fluorescence. inhibition, % at 20 µM. actives 0.28% (n = 330,000). AID 493012;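 active = inhibition of at least 40% at 20 µM, with no more than 30% in the related APOBEC3A deaminase screen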;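 note: plate controls were DMSO wells with A3G for no effect and wells lacking A3G enzyme for full effect; some compounds called inactive have numbers as strong as hits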
Target sequence (Q9HC16 whole entry, looked up): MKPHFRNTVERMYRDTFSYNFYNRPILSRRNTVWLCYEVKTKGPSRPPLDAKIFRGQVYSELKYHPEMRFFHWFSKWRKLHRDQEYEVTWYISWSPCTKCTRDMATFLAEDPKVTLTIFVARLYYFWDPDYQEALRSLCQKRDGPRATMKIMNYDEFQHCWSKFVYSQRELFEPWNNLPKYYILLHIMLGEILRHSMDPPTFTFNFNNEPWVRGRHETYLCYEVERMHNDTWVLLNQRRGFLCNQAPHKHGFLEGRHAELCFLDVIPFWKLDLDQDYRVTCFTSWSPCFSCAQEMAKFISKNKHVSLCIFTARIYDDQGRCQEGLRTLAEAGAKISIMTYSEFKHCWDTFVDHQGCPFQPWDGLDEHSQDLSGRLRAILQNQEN
* hit, by the source's call; / = not tested or not shown.

Below each SMILES – CCR6 antagonist, Gli-Sufu antag, A3A deaminase, EBI2 block, NR3A LBD binder, MPTP inh, CXCR6 inh, APOBEC3G inh
(1) CC(=O)Nc1ccc(OC(=O)c2c(-c3ccccc3Cl)noc2C)cc1
 : 7, 8, 0, -9, 3, 0.8, -2, -3
(2) COc1ccc(C(=O)NC(=S)N2CCN(c3ccccc3OC)CC2)cc1OC
 : 8, 4, -3, 5, 1, -0.6, 11, 0
(3) C/C=C(\C)CN1CCC(n2nccc2NC(=O)CCCc2ccccc2)CC1
 : 13, 13, -3, 1, 1, -0.7, 2, -4
(4) CCc1nc(SCc2ccc(OCC(C)C)cc2)n[nH]1
 : 20, 20, -8, 6, 0, 86*, -8, -7
(5) COc1ccc(S(=O)(=O)N2CCN(CC(=O)Nc3ccccc3OC)CC2)cc1
 : 3, -3, 7, -2, -3, 0.6, 4, 2
(6) COc1ccc(NC(=O)c2ccc(S(=O)(=O)N(C)C)cc2)cc1
 : 10, -4, 0, 32, 1, -1.1, -1, -6
(7) COc1cc(OC)c(S(=O)(=O)NC(C)C)cc1S(=O)(=O)NC(C)C
 : -4, -2, -1, -2, 0, -1.8, 3, -2
(8) CCCCOCCCN1CC(=O)N2C(C)c3[nH]c4ccccc4c3C[C@H]2C1=O (some centres undefined)
 : 8, -1, -3, 8, 1, -0.3, 2, -5
(9) CC(C)[C@H](NC(=O)[C@@H]1Cc2ccccc2CN1C(=O)OC(C)(C)C)C(=O)NCC1CCC(C(=O)O)CC1 (some centres undefined)
 : 1, 7, 5, -2, -2, 0.0, -2, 5
(10) CCN(CC)C(=O)COc1ccc2c(c1)C(=O)CC(C)(C)O2
 : 3, 1, -1, -12, 0, 0.3, -3, -7
(11) Cc1c(-c2ccccc2)c(P(=O)(N2CCOCC2)N2CCOCC2)c2ccccn12
 : 19, 1, -3, -11, -1, -0.6, 0, 8
(12) CCn1cc(CN2CCN(Cc3ccsc3)C(CCO)C2)cn1 (centres undefined)
 : 0, -33, -1, -3, -1, -0.6, -5, -13
(13) N#Cc1ccccc1NC(=S)Nc1ccc(F)cc1
 : 10, -4, -3, -5, -2, -2.0, 7, -6
(14) CCOC(=O)c1c(C)[nH]c(C)c1S(=O)(=O)N1CCN(c2ccc([N+](=O)[O-])cc2)CC1
 : 16, -15, 2, -2, -11, 0.6, 8, 5
(15) Cc1ccc(NC(=O)C2C3/C=C\CCCCC32)cc1 (centres undefined)
 : -1, -59, -1, 11, 0, -1.4, -1, -2
(16) Cc1sc2ncnc(OCc3nnc(-c4cccs4)o3)c2c1C
 : -12, 6, -4, 0, 1, -4.3, 1, -2
(17) COc1ccc(N(CC(=O)O)S(=O)(=O)c2c(C)n[nH]c2C)cc1
 : -1, -1, -3, -1, -14, -0.2, -9, -2
(18) CCOC(=O)/C(C#N)=C\C1=C(N2CCOCC2)CC(C)(C)OC1
 : 6, 2, -5, 2, 2, -0.4, 6, -12
(19) COc1ccc(C(=O)NCCc2ccccc2F)cc1OC1CCN(C(C)=O)CC1
 : -18, -15, -4, 15, 2, -1.5, 10, -2
(20) Cc1ccc(C)c(CSc2nnc(-c3ccccn3)n2N)c1
 : 18, -1, -2, -3, -1, 0.9, 8, -5
(21) Cc1ccc(C(=O)Nc2cccc3cccnc23)cc1Br
 : 1, -29, -3, 5, -5, 1.8, -4, -8
(22) O=C(c1cc(=O)c2ccccc2o1)N1CCCc2ccccc21
 : -8, -3, -2, 24, -3, -0.4, -2, -2
(23) CC1CCN(C(=O)c2[nH]cnc2C(=O)Nc2nccs2)CC1
 : 9, -2, -5, -5, -2, -1.5, -4, -6
(24) S=c1nc(-c2ccco2)[nH][nH]1
 : -5, 27, -2, 11, -1, 0.5, 2, 81*
(25) CC(C)C[C@H]1CN([C@@H](CC(C)C)CN2CCCC2CN2C(=S)NC[C@@H]2Cc2ccc(O)cc2)C(=S)N1CCc1ccccc1 (some centres undefined)
 : 20, -11, /, 15, 7, 0.4, 5, /
(26) CCCSc1nsc(SCCC)c1C(N)=O
 : -4, -5, 0, -11, 0, -0.3, 8, -4
(27) c1cc2c(cc1Oc1nc(N3CCOCC3)nc(N3CCOCC3)n1)OCO2
 : -14, 5, 4, 1, 3, -1.9, -3, -5
(28) O=C(c1ccccc1)[C@@H]1[C@@H](C(=O)c2ccc(F)cc2)[C@@]2(C(=O)Nc3ccccc32)[C@H]2c3ccccc3C=CN12
 : 5, -1, -7, -10, -15, 2.4, -8, -7
(29) CN(C)S(=O)(=O)c1ccc(Cl)c(C(=O)NC2CCN(Cc3ccccc3)C2)c1 (centres undefined)
 : 3, 15, -1, 6, -2, 0.5, -3, 0
(30) CCCCn1nc2cc(C(=O)NC[C@@H]3CCCO3)ccc2c1OCC
 : -1, 0, -6, -6, 1, -0.4, -3, -10
(31) O=C(NCc1ccco1)C(c1cccnc1)N(C(=O)Cn1nnc2ccccc21)c1ccc(F)cc1 (centres undefined)
 : 8, 1, -4, -5, 2, 2.1, 3, -9
(32) CCOC(=O)C1CSC(CC(=O)Nc2ccc(Cl)cc2)C(=O)N1 (centres undefined)
 : 11, -2, -5, 0, -1, -1.0, 0, 1
(33) COC(=O)c1cc(C(=O)OCC(=O)Nc2cc(C)on2)cc([N+](=O)[O-])c1
 : -1, 1, 7, -6, 0, 0.4, -4, 0
(34) COc1ccccc1OCCCC(=O)Nc1ccc2c(c1)OCCO2
 : 20, 1, 2, 6, 1, 0.3, 2, 10
(35) S=C(c1ccc(OCc2ccccc2)cc1)N1CCCC1
 : 3, -33, 0, 1, -2, -0.2, 8, -9
(36) COC(=O)c1sccc1NS(=O)(=O)c1ccccc1
 : -5, 5, -2, 7, 1, -0.9, -11, -3
(37) Cc1sc(NC(=O)C(C)C)c(C(=O)Nc2ccccc2)c1C
 : 7, 3, -4, -9, /, 0.3, -3, -6
(38) CCOC(=O)C(Cc1ccc(O)cc1)NC(=O)CCc1c[nH]c2ccccc12 (centres undefined)
 : -5, 8, -2, 4, 0, 0.1, -1, -8
(39) c1csc(-c2cnc3ccccc3n2)c1
 : 18, -43, -2, 3, 0, 0.2, 4, -3
(40) O=c1[nH]cc(S(=O)(=O)N2CCCc3ccccc32)c(=O)[nH]1
 : 2, 0, -6, -12, 0, 0.4, 1, -10
(41) CC(SCc1ccccc1)C(=O)Nc1ccccc1-c1ccccc1 (centres undefined)
 : 19, -7, 2, 1, 2, -0.8, 1, 5
(42) Cc1onc(-c2ccccc2Cl)c1C(=O)Nc1nnc(-c2ccc(Cl)cc2Cl)s1
 : 2, 9, -2, -7, 7, 2.6, 2, -4
(43) COc1ccc(Cc2nc(C(=O)Nc3ccc(OC)cc3)cs2)cc1
 : 8, -6, 4, 33, 0, 0.3, 1, 1
(44) CCC(C)NC(=O)C1CCN(C(=O)N(C)C)CC1 (centres undefined)
 : 10, 2, 3, -16, 1, 1.7, 1, -1
(45) CCN(CC)CCCNC(=O)c1ccc(C)c(NC(=O)C2=C(C)OCCS2)c1
 : 18, 7, -3, 9, 1, -0.2, -6, -7
(46) O=C(c1ccc([N+](=O)[O-])c(CS(=O)(=O)c2ccc(Cl)cc2)c1)N1CCCC1
 : -9, 3, -3, 6, 0, -0.4, -4, -2
(47) O=C(CSCc1ccccc1Cl)NN=C1CCCCCC1
 : -10, 7, -1, -6, 0, 1.3, -1, 1
(48) Cc1cccc(CN2CCN(c3ccccn3)CC2)c1
 : -3, 6, -3, 6, -2, 0.5, 7, -11
(49) CC(C)(C)c1ccc(C(=O)NCCC(=O)N2CCC3(CC2)NCCc2[nH]cnc23)cc1
 : 8, -2, -3, -1, 0, -1.9, 1, -4
(50) COc1ccc2[nH]c(CN3CCC(CO)(CCOc4ccccc4)CC3)c(C)c2c1
 : 4, 20, -2, -4, -3, 66*, -2, -4
(51) COC(=O)CSc1nnc(CCc2ccccc2)n1C
 : 0, -8, -3, -6, 1, 0.7, -10, -1
(52) COc1ccccc1CCNC(=O)C(=O)NCCC1CCCCN1S(=O)(=O)c1cccs1 (centres undefined)
 : 8, 56*, -5, -4, /, -2.3, 4, -3
(53) CC1CCCC(C)N1C(=O)COC(=O)c1c[nH]c2ccccc12 (centres undefined)
 : 2, 2, -2, 13, 0, -0.3, 4, -4
(54) CCS(=O)(=O)N1CCN(C(=O)CC(C)C)CC1
 : 8, -3, 0, 2, -2, 0.3, -7, 1
(55) CCOC(=O)N1CCN(C(=O)CN(c2cccc(C(F)(F)F)c2)S(C)(=O)=O)CC1
 : 8, 4, -3, -11, 1, 3.5, 6, -4
(56) CCOC(=O)C(C(=O)NCCCN1CCOCC1)C1CCCCC1 (centres undefined)
 : 10, 0, 0, -9, -1, 0.6, -2, 0
(57) COc1cc(C(=O)N2CCN(S(=O)(=O)c3cccs3)CC2)cc(OC)c1C
 : -1, 1, 0, 8, -1, -0.3, -1, -6
(58) COc1ccc2[nH]c3c(N4CC(C)OC(C)C4)ncnc3c2c1 (centres undefined)
 : 1, 33, -4, /, -2, /, /, -3
(59) COc1cccc(C2=Nn3c(nnc3-c3ccccc3O)SC2)c1
 : 9, 6, 21, 13, -2, -0.1, 9, -7
(60) Cc1nn(C)c(-c2n[nH]c(=S)n2Cc2ccco2)c1Cl
 : 8, -1, -1, -7, -4, -0.4, 1, 33

(continued)
Below each SMILES – CCR6 antagonist, Gli-Sufu antag, A3A deaminase, EBI2 block, NR3A LBD binder, MPTP inh, CXCR6 inh, APOBEC3G inh
(61) Cc1ccc(OCCOc2ccc(Br)cc2)c([N+](=O)[O-])n1
 : 14, -36, 1, 9, -4, -0.3, -2, -3
(62) Cc1nc(C)c(C(=O)NCc2ccc(Cl)cc2)o1
 : 1, /, 3, 2, -2, 14, 1, -4
(63) COc1ccc([N+](=O)[O-])cc1N(CC(=O)NC1CCCCC1)S(C)(=O)=O
 : -1, 3, 7, -3, -2, -0.6, 3, 5
(64) Cc1nonc1OCCn1c([N+](=O)[O-])cnc1C
 : 11, -2, -5, -13, 3, -1.9, 5, -9
(65) CCc1ccc(NC(=O)CSc2nnc(C)c(=O)n2N)cc1
 : 11, 2, -3, -16, -1, -1.8, -11, -3
(66) COc1cc(/C=N\NC(=O)C2COc3ccccc3O2)cc(OC)c1O (centres undefined)
 : 5, -2, -2, -4, 1, 0.8, -8, -7
(67) CCN(CC)CC(C)CNC(=O)C1(O)c2ccccc2NC(=O)N1c1ccc(Cl)c(Cl)c1 (centres undefined)
 : 6, 1, -3, 11, 0, 0.4, 6, -4
(68) Cc1nnc(SCC(=O)Nc2cc(C(C)(C)C)nn2-c2ccccc2)s1
 : -7, -6, 1, -2, -3, 0.3, -5, 0
(69) O=S(=O)(Nc1ncn[nH]1)c1ccc2ccccc2c1
 : -7, 5, 0, -6, 0, -1.3, -1, 0
(70) CCn1c(CSCc2ccc(C)cc2)nnc1SCC(=O)N1CCN(c2ccccc2)CC1
 : 5, -4, -11, 2, 2, -0.9, -2, 5
(71) CCN1CCN(C(=O)c2cc3cc4cc(OC)ccc4nc3s2)CC1
 : 0, 0, 3, -8, 0, -2.0, 10, 3

Rewritten with one line to a screen: entries from further up.
(45) CCN(CC)CCCNC(=O)c1ccc(C)c(NC(=O)C2=C(C)OCCS2)c1
(46) O=C(c1ccc([N+](=O)[O-])c(CS(=O)(=O)c2ccc(Cl)cc2)c1)N1CCCC1

Assay by compound	45	46
CCR6 antagonist	18	-9
Gli-Sufu antag	7	3
A3A deaminase	-3	-3
EBI2 block	9	6
NR3A LBD binder	1	0
MPTP inh	-0.2	-0.4
CXCR6 inh	-6	-4
APOBEC3G inh	-7	-2
